SW480 rerep: inducers of DNA re-replication in SW480 colon cancer cells. SW480 DNA re-replication, Hoechst DNA content imaging, 48 h. Potency, µM (doses to about 46.1 µM), inactives show at the highest dose re-replication activation, most hits filed as activators. 340,000 tested, 1.8% active. AID 624297; further: potency means the concentration at half of the fitted maximal effect; % of control where 0% means no effect; nearly all actives have a fitted effect of over 55% in size
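Hoechst fluorescence of nuclei (405 nm excitation, 500-530 nm emission) measured by plate-scanning imager after 48 hr compound exposure at 37 C; re-replication scored as increased number of nuclei with elevated intensity.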
DRD3 agonist: activates the human D3 dopamine receptor; P35462; D3R DiscoveRx beta-arrestin cells, luminescence, 90 min; max activation, %; 410,000 tested, 0.58% active; AID 652048; in the data active means max activation above about 30%; further: 0% is about no effect; mostly tested at two doses, the higher about 12 µM
Target sequence (P35462 whole entry, looked up): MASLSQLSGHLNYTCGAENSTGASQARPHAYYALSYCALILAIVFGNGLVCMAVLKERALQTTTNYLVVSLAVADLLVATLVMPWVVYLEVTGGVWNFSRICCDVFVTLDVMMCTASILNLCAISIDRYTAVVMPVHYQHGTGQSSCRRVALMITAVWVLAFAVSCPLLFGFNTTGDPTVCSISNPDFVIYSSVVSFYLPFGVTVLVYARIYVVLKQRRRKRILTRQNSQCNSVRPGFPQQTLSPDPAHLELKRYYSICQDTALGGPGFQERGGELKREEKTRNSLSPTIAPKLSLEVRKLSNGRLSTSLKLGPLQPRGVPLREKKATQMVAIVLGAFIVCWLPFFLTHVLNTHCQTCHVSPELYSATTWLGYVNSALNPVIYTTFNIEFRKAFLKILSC
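Cells at 1500/well, incubated overnight, then treated with pinned compounds (dopamine as control) for 90 min at 37 degrees C. DiscoveRx reagent added for 30 - 60 minutes at room temperature; luminescence read.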
KB-3-1 tox: kills parental KB-3-1 adenocarcinoma cells | KB-3-1 viability, CellTiter-Glo ATP luminescence, 72 h | AID 1347075 | 400,000 tested, 1.4% active | Potency, µM (titrated, usually from 46.1 µM), for the others: top-dose activity change, negative = cytotoxic, actives largely listed as cytotoxic; further: potency means the concentration at half of the fitted maximal effect; on the % scale 0 is the no-effect control and ±100 the full control effect; nearly all actives have a fitted effect of over 60% in size
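Cytotoxicity in the drug-sensitive parental line KB-3-1 was scored as loss of CellTiter-Glo luminescence following 72 h incubation with compound. Values come from curve fitting of normalized concentration-response data.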
KB-V1 MDR tox: KB-V1 MDR subline cytotoxicity; Potency, µM (titrated, usually from 46.1 µM), inactives show at the highest dose activity change, negative = cytotoxicity, actives largely listed as cytotoxic; 400,000 tested, 3.4% active; KB-V1 MDR cells viability, CellTiter-Glo, 72 h; AID 1347076; further: potency means the concentration at half of the fitted maximal effect; on the % scale 0 is the no-effect control and ±100 the full control effect; nearly all actives have a fitted effect of over 60% in size
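In this primary screen, KB-V1 cells overexpressing P-gp are incubated with library compounds (lowest to highest concentration) for 72 h at 37 degrees C before a luminescent ATP viability read.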
HT1080 IDH1KD tx: HT-1080 IDH1 knockdown cell toxicity (counter line). Potency, µM (doses to about 46.1 µM), without a hit: top-dose activity, negative = toxicity, most hits filed as cytotoxic. HT-1080 IDH1 knockdown viability, ATP luminescence, 48 h. 360,000 tested, 2% active;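 further: potency means the concentration at half of the fitted maximal effect; 0% = DMSO wells and -100% = cell-free medium wells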
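Using the IDH1-knockdown HT-1080 line run in the same batch and compound series as the NT line, viability after 48 h at 37 °C was determined by CellTiter-Glo luminescence and expressed as % activity.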
GLP-1R agonist: agonists of human GLP-1 receptor; 380,000 tested, 0.007% active; P43220; HEK293 GLP-1R CRE-luciferase, luminescence, 4-6 h; cells express a hypersensitive GLP-1R form; Potency, µM (titrated, usually from 45.6 µM), without a hit: at the top dose activation, usual class: activators; further: potency means the concentration at half of the fitted maximal effect; % of control where 0% means no effect
Target sequence (P43220 whole entry, looked up): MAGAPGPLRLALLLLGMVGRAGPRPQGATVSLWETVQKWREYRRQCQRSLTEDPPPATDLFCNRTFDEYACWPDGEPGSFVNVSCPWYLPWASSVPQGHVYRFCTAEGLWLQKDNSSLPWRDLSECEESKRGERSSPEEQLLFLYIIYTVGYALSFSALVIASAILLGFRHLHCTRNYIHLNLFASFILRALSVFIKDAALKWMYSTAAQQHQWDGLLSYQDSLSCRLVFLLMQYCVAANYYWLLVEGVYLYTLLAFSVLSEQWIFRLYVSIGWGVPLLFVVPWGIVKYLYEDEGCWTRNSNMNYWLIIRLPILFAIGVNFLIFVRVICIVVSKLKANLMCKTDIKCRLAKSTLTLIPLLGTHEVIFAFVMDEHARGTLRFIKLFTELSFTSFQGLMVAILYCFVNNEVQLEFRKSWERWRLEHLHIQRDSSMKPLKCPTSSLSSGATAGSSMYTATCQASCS
IL1B secr inh: blocks inflammasome-driven IL-1 beta release | activity change, % at 57.5 µM | AID 743279 | THP-1 LPS/ATP IL-1B secretion, AlphaLISA, 16 h; stronger effect = lower value | 360,000 tested, 4.7% active; in the data active means activity change below about -50%; inconclusive means mostly about -30% to -49%; further: on the % scale 0 is the no-effect control and ±100 the full control effect
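THP-1 cells pretreated 1 hr with compounds (up to 57.5 uM final), then stimulated with LPS (250 ng/mL final) plus ATP (1.25 mM final); secreted IL-1B measured by AlphaLISA after 16 hr, decreased signal indicating inhibition.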
HT1080NT lethal: kills 2HG-producing HT-1080-NT fibrosarcoma cells; HT-1080-NT fibrosarcoma viability, CellTiter-Glo ATP luminescence, 48 h; Potency, µM (highest dose often 46.1 µM), for inactives: top-dose activity, negative = less viability, usual class: cytotoxic; 360,000 tested, 1.6% active; AID 686970;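 further: NT is the 2HG producing partner of a matched IDH1 knockdown line; potency means the concentration at half of the fitted maximal effect; 0% = DMSO-treated cells and -100% = media-only wells without cells; nearly all actives have a fitted effect of over 55% in size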
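HT-1080-NT fibrosarcoma cells (2HG-overproducing), 750 cells/well in RPMI with 5% FBS, dosed after 2 h and incubated 48 h at 37C. CellTiter-Glo luminescence normalized to DMSO and no-cell wells; concentration-response curves fitted and classed.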
D3 antag: blocks the human D3 dopamine receptor; P35462; D3R cells, DiscoveRx beta-arrestin luminescence, antagonist mode; stronger effect = lower value; max response, negative = inhibition, %; 360,000 tested, 2.5% active; in the data active means max response below about -50%; inconclusive means no clear call, values can overlap the other calls; further: on the % scale 0 is the no-effect control and ±100 the full control effect; mostly tested at two doses, the higher about 12 µM
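Cells plated overnight at 1500 cells/well, then exposed to library compounds with dopamine controls for 90 minutes at 37 degrees C. DiscoveRx reagent added for 30–60 minutes at room temperature; luminescence read, quantitative HTS format.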
The depositor's hits bear a star; ? = inconclusive; nt = not tested or not shown; & = joins results of further samples; [ ] = dose if it differs, or a comment. Unless noted, the call rests on the fitted dose curve; in most records, active means well fitted curve in the direction sought with a large enough effect; inconclusive means small, poorly fitted or top-dose-only effect, or another doubt; inactive means no such curve, though single readings can be large; an effect the other way counts as inactive or inconclusive. Hits appear at their usual frequency; 12% or so of the library scored in one or more.

1	Cn1cc(/C=C/C(=O)N2CCCC(C(=O)c3ccc(C(C)(C)C)cc3)C2)cn1 (stereo not drawn)
2	CCOC(=O)C(NCCc1ccc(F)cc1)(NC(=O)CC)C(F)(F)F (stereo not drawn)
3	CCCNC(=O)C(Cc1ccc(Cl)cc1)NC(=O)c1ccc(-c2ccccc2)cc1 (stereo not drawn)
4	O=C(Cn1ccc([N+](=O)[O-])n1)NCc1nc2ccccc2[nH]1
5	Cc1ccc(S(=O)(=O)NCC2(c3ccccc3)CCOCC2)cc1
6	Cc1ccc(S(=O)(=O)NCCCCCCNS(=O)(=O)c2ccc(C)cc2)cc1
7	Cc1ccccc1C(=O)Nc1cccc(C(=O)N/N=C/c2cc(Cl)cc([N+](=O)[O-])c2O)c1
8	CC1(C(=O)NCc2ccccc2)CSCC(=O)N1CCc1c[nH]c2ccccc12 (stereo not drawn)
screen / no.	1	2	3	4	5	6	7	8
SW480 rerep	-6%	-7%	?	-8%	0%	nt	?	nt
DRD3 agonist	0	4	0	-2	-3	6	-11	-2
KB-3-1 tox	3%	3%	-24%	11%	1%	?	?	-1%
KB-V1 MDR tox	4%	4%	7%	8%	-7%	?	?	-19%
HT1080 IDH1KD tx	3%	9%	10%	-10%	-1%	-5%	?	-1%
GLP-1R agonist	5%	-1%	-5%	-1%	15%	-3%	-2%	nt
IL1B secr inh	15	14	-7	0	-5	-28	166	-28
HT1080NT lethal	4%	0%	-1%	1%	0%	-18%	?	-30%
D3 antag	26	-22	6	-17	15	?	-52*	-22

9	Cn1ccc(=S)c2ccccc21
10	Cn1cccc1/C=N/n1c(-c2ccc(Cl)cc2)n[nH]c1=S
11	CCOC(=O)C1=C(N)N(c2ccc(C)cc2)C2=C(C(=O)CCC2)C1c1cccs1 (stereo not drawn)
12	COCCN1Cc2cccc(C(=O)Nc3ccc(C)c(C)c3)c2C1=O
13	CC(C(=O)Nc1ccccc1-c1ccccc1)N1CCN(C(=O)c2ccccc2)CC1 (stereo not drawn)
14	Cc1ccc(C(=O)N/C(=C\c2ccc3c(c2)OCO3)C(=O)Nc2ccc(C(=O)O)cc2)cc1
15	CC(=O)OC(=C(OC(C)=O)c1ccccc1)c1ccccc1
16	CCCNC(=O)N1CCC(C(=O)c2cccc(F)c2)CC1
screen / no.	9	10	11	12	13	14	15	16
SW480 rerep	-13%	-2%	-2%	-2%	1%	-1%	-1%	0%
DRD3 agonist	-5	4	3	-4	0	0	-9	2
KB-3-1 tox	-1%	5%	5%	-1%	-2%	0%	-3%	-4%
KB-V1 MDR tox	-7%	?	?	-12%	3%	?	-7%	1%
HT1080 IDH1KD tx	23%	?	3%	6%	1%	10%	-1%	12%
GLP-1R agonist	4%	-23%	-12%	1%	16%	0%	0%	-5%
IL1B secr inh	6	19	-55*	-17	38	-7	-5	-4
HT1080NT lethal	22%	?	4%	11%	0%	4%	13%	18%
D3 antag	-6	-17	8	29	-11	11	0	1

17	Oc1cccc2c3c(oc12)CCCC3
18	CC(C)C[C@H]1CN(CCCC[C@H]2CNC(=O)C(=O)N2CC2CCCCC2)C(=O)C(=O)N1CCC1CCCCC1
19	Cc1ccc(C)n1-c1sc2c(c1C(=O)O)CCCC2
20	OCC[C@@H]1C[C@H](O)[C@@H](O)[C@]2(CCc3ccccc3O2)O1
21	Cc1ccc(-n2c(C)nnc2SCC(=O)N2CCc3ccccc3C2)cc1
22	CC(C)CC(=O)N(c1ccc(F)cc1)C1C=CS(=O)(=O)C1 (stereo not drawn)
23	CCN(CC)CCOC(=O)c1ccc(NC(=O)CNC(=O)C2CCCCC2)cc1
24	COc1ccccc1CCNC(=O)C1CCC(=O)N(C2CC2)C1 (stereo not drawn)
screen / no.	17	18	19	20	21	22	23	24
SW480 rerep	-11%	nt	20%	-1%	7%	1%	-1%	5%
DRD3 agonist	-7	0	-5	11	8	3	-1	1
KB-3-1 tox	-2%	-30%	-6%	6%	-12%	12%	-4%	3%
KB-V1 MDR tox	6%	?	6%	7%	?	-5%	-1%	0%
HT1080 IDH1KD tx	11%	17%	-13%	9%	17%	-23%	11%	0%
GLP-1R agonist	10%	1%	4%	-3%	7%	-8%	-2%	1%
IL1B secr inh	24	21	-18	12	0	6	16	5
HT1080NT lethal	-1%	21%	-15%	1%	2%	0%	19%	5%
D3 antag	15	35	-13	15	0	-10	6	8

25	CC1CCN(C(=O)c2cc(F)c(F)cc2Cl)CC1
26	O=C(O/N=C1/CCSc2ccccc21)c1ccccc1
27	Nc1oc2ccc(F)cc2c(=O)c1C=O
28	CCOC(=O)c1nnc(-c2ccccc2)nc1N1CCSCC1
29	CCc1nnc(NS(=O)(=O)c2ccc(NC(=O)c3cccc([N+](=O)[O-])c3)cc2)s1
30	COc1ccccc1N1CC(C(=O)Nc2ccc(C)c(S(=O)(=O)N3CCOCC3)c2)CC1=O (stereo not drawn)
31	Cc1ccc(C(C)NC(=O)c2cccs2)cc1 (stereo not drawn)
32	CC(=O)Nc1ccc(NC(=O)C(C)c2cccc(C(=O)c3ccccc3)c2)cc1 (stereo not drawn)
screen / no.	25	26	27	28	29	30	31	32
SW480 rerep	2%	-3%	2%	-6%	-13%	-4%	5%	7%
DRD3 agonist	0	3	-8	-6	-9	1	-6	-17
KB-3-1 tox	3%	0%	-2%	-9%	15%	-3%	0%	-2%
KB-V1 MDR tox	12%	28%	-14%	-24%	?	19%	6%	0%
HT1080 IDH1KD tx	2%	-6%	15%	10%	-5%	8%	10%	4%
GLP-1R agonist	-5%	-6%	1%	7%	-6%	3%	7%	1%
IL1B secr inh	6	0	17	-4	25	-4	-6	-4
HT1080NT lethal	1%	6%	17%	10%	-2%	12%	15%	15%
D3 antag	-6	0	0	2	-24	3	-13	25

33	CC(=O)Nc1cccc(NC(=O)c2cccc(Cl)c2)c1
34	CC(=O)Nc1cccc(-c2ccnc3c2CC(C(=O)NCCC(F)(F)F)O3)c1 (stereo not drawn)
35	Cc1ccc(CCNC(=O)CSCc2ccc(F)cc2)cc1
36	Cn1cccc1/C=C1\SC(=Nc2ccccc2)NC1=O
37	Cc1cc(C)n(-c2ccc(Cl)c(C(=O)Nc3ccc(OC(F)(F)F)cc3)n2)n1
38	CC(=O)[C@]1(O)Cc2c(O)c3c(c(O)c2[C@@H](O[C@H]2C[C@H](N)[C@H](O)[C@H](C)O2)C1)C(=O)c1ccccc1C3=O
39	CN(C)CCNC(=O)C(=O)Nc1cc2c3c(c1)CCN3C(=O)CC2
40	CCOC(=O)c1cnc2ccc(C(=O)OC)cc2c1Nc1cccc(C(=O)O)c1
screen / no.	33	34	35	36	37	38	39	40
SW480 rerep	nt	nt	-1%	?	-6%	-219%[inhibitor]	-3%	0%
DRD3 agonist	5	7	8	-13	-20	-56&-18	1	4
KB-3-1 tox	21%	?	?	2.3µM*	-2%	0.073µM*	-1%	6%
KB-V1 MDR tox	-1%	4%	16%	2.6µM*	10%	1.8µM*	?	-7%
HT1080 IDH1KD tx	16%	21µM*	-2%	5.2µM*	12%	0.33µM*	-4%	0%
GLP-1R agonist	-1%	-7%	21%	?	4%	-7%&-10%	-3%	1%
IL1B secr inh	13	35	-12	140	22	-106*	8	40
HT1080NT lethal	14%	?	2%	?	15%	3.3µM*	-5%	-1%
D3 antag	6	17	12	?	-19	?	-3	16

3 of the compounds above, in markdown:
| item | molecule | SW480 rerep | DRD3 agonist | KB-3-1 tox | KB-V1 MDR tox | HT1080 IDH1KD tx | GLP-1R agonist | IL1B secr inh | HT1080NT lethal | D3 antag |
| --- | --- | --- | --- | --- | --- | --- | --- | --- | --- | --- |
| 36 | Cn1cccc1/C=C1\SC(=Nc2ccccc2)NC1=O | ? | -13 | 2.3µM* | 2.6µM* | 5.2µM* | ? | 140 | ? | ? |
| 38 | CC(=O)[C@]1(O)Cc2c(O)c3c(c(O)c2[C@@H](O[C@H]2C[C@H](N)[C@H](O)[C@H](C)O2)C1)C(=O)c1ccccc1C3=O | -219%[inhibitor] | -56&-18 | 0.073µM* | 1.8µM* | 0.33µM* | -7%&-10% | -106* | 3.3µM* | ? |
| 33 | CC(=O)Nc1cccc(NC(=O)c2cccc(Cl)c2)c1 | nt | 5 | 21% | -1% | 16% | -1% | 13 | 14% | 6 |

Further records follow.
41	Cc1ccc(S(=O)(=O)Nc2nc(-c3ccc(F)cc3)cs2)cc1
42	Cc1cccc(OCC(=O)NCCCNC(=O)c2cccnc2)c1
43	COCCN(Cc1ccccc1)C(=O)Cc1ccc(OC)c(S(=O)(=O)N2CCOCC2)c1
44	Cc1ccc(C(=O)O)cc1-c1ccc(/C=C2\SC(=O)N(CC(=O)Nc3ccc4c(c3)OCO4)C2=O)o1
45	COc1ccccc1N1CCN(C(=O)COc2cccc3ccccc23)CC1
46	Cc1cccc(CN2CCC(CNC(=O)C3CCCN(S(=O)(=O)c4cnc[nH]4)C3)CC2)c1 (stereo not drawn)
47	Cc1cc(C)n(C(=O)c2cc3sccc3[nH]2)n1
48	O=C(O)C1C2C=CC(O2)C1C(=O)Nc1ccc(S(=O)(=O)N2CCc3ccccc32)cc1 (stereo not drawn)
49	CN(C(=O)c1ccc(NC(=O)Cc2ccc(NC(=O)C3CCN(C(=O)C4CCC4)CC3)cc2)cc1)C1CCCC1
screen / no.	41	42	43	44	45	46	47	48	49
SW480 rerep	3%	-2%	-7%	11%	1%	3%	-4%	-1%	-2%
DRD3 agonist	-1	-2	5	2	0	-10	-2	-13	-1
KB-3-1 tox	5%	14%	?	12%	-9%	14%	-6%	0%	0%
KB-V1 MDR tox	18%	?	-23%	0%	?	14%	9%	17%	0%
HT1080 IDH1KD tx	-7%	?	15%	21%	22%	-2%	-1%[9.24 µM]	-11%	-13%
GLP-1R agonist	0%	6%	1%	-6%	15%	5%	8%	7%	3%
IL1B secr inh	13	-12	7	9	-26	-7	16	3	7
HT1080NT lethal	1%	?	21%	-2%	2%	0%	-7%	-6%	-4%
D3 antag	-1	-21	13	-5	-1	13	-9	-1	-1

Screening results as filed in PubChem.
